Assay outcomes deposited in PubChem by National Center for Advancing Translational Sciences (NCATS).
TrxR1 substrate: qHTS Assay for Substrates of Mammalian Selenoprotein Thioredoxin Reductase 1 (TrxR1): qHTS. Thioredoxin reductase 1, cytoplasmic (Rattus norvegicus), O89049. Potency, µM (highest dose often 114 µM), inactives show at the top dose activity change, negative = substrate turnover. 390,000 compounds, 0.01% hits. purified TrxR1 substrate turnover, NADPH consumption readout. AID 588456, 2011; further: potency means the concentration at half of the fitted maximal effect; on the % scale 0 is the no-effect control and ±100 the full control effect; nearly all actives have a fitted effect of over 50% in size
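Rat TrxR1, dispensed at 90 nM, was prereduced with 400 uM NADPH (final) for 5 min at ~22 deg C, then incubated with compound 15 min before 400 uM selenite. A first-read NADPH fluorescence drop versus no-compound background flagged substrates.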
USP1 inh: Inhibitors of USP1/UAF1: Primary Screen | AID 743255, 2014 | recombinant USP1/UAF1, Ub-Rhodamine cleavage fluorescence | 390,000 compounds, 0.23% hits | Potency, µM (doses to about 57.1 µM), without a hit: at the highest dose activity change, negative = inhibition, actives largely listed as inhibitors | Ubiquitin carboxyl-terminal hydrolase 1 (Homo sapiens), O94782; further: potency means the concentration at half of the fitted maximal effect; on the % scale 0 is the no-effect control and ±100 the full control effect; nearly all actives have a fitted effect of over 60% in size; inactives centre near -12
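USP1/UAF1 complex (1 nM) preincubated 15 min at room temperature with compound, then Ub-Rho substrate (150 nM final) added. Kinetic fluorescence at 480/540 nm over 6 reads at 60 s intervals; 50 mM HEPES pH 7.8, 0.5 mM EDTA, 0.1 mg/ml BSA, 1 mM TCEP, 0.01% Tween-20.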
Vif-APOBEC3G blk: qHTS for Inhibitors of Vif-A3G Interactions: qHTS | HeLa A3G-eYFP + Vif (tagged APOBEC3G with the HIV-1 protein that degrades it), YFP fluorescence, overnight | Potency, µM (top dose mostly 46.1 µM), inactives show at the highest dose activity, negative = active, usual class: inhibitors | 410,000 compounds, 0.076% hits | AID 602310, 2012;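 further: potency means the concentration at half of the fitted maximal effect; on the % scale 0 is the no-effect control and ±100 the full control effect; nearly all actives have a fitted effect of over 60% in size; hits raise eYFP signal because A3G escapes Vif-driven loss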
Target sequence (Q9HC16 whole entry, looked up): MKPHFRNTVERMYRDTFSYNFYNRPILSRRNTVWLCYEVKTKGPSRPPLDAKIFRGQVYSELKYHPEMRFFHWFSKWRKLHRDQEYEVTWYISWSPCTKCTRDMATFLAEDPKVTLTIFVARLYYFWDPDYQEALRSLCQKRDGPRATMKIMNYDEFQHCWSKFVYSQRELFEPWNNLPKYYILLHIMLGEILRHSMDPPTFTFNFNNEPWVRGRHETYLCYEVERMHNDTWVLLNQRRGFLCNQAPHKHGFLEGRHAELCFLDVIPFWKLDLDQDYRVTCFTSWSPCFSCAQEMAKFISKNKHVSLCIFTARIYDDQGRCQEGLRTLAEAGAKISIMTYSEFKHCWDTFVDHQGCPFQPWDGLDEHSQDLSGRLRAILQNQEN
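HeLa cells stably expressing Vif and C-terminally eYFP-tagged A3G, seeded overnight at 37 deg C, then exposed to compound by pintool overnight at 37 deg C. Rise in yellow fluorescence (Ex 488/Em 500-530, Acumen) marks blocked Vif-driven A3G degradation.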
RGS4 inhibitor: Inhibitors of Regulator of G Protein Signaling (RGS) 4: qHTS | Regulator of G-protein signaling 4 (Homo sapiens), P49798 | Transcreener GDP fluorescence polarization, RGS4-accelerated GTP hydrolysis | Potency, µM (highest dose often 114 µM), for the others: at the top dose activity change, negative = inhibition, usual class: inhibitors | 390,000 compounds, 0.039% hits | AID 504845, 2011; further: potency means the concentration at half of the fitted maximal effect; on the % scale 0 is the no-effect control and ±100 the full control effect; nearly all actives have a fitted effect of over 75% in size; some results filed as inactive show a strong effect at the top dose
Target sequence (P49798 whole entry, looked up): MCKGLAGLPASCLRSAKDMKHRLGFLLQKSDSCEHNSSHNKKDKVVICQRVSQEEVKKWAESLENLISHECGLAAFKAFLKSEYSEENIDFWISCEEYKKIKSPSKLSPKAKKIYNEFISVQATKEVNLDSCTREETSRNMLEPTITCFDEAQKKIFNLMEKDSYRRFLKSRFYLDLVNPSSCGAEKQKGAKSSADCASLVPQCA
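MLSMR compounds (23 nl, pin-transferred) preincubated 10 min at room temperature with a 500nM (2x) first reagent, then RGS4 at 900nM (2x) plus Transcreener GDP mix added; fluorescence polarization (620/688 nm) read before and after 90 min at 30 °C.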
LDHA block: qHTS assay for inhibitors of human lactate dehydrogenase | L-lactate dehydrogenase A chain (Homo sapiens), P00338 | 480,000 compounds, 0.15% hits | purified LDHA, NADH/diaphorase-resazurin fluorescence; stronger effect = lower value | activity change, % (values are at about 110 or 230 µM); in the data active means activity change below about -30%; inconclusive means mostly about -25% to -30%;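 further: plate controls were DMSO wells for no effect and wells without enzyme for full effect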
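Remaining NADH was detected by diaphorase (0.133 mg/mL) converting 37 µM resazurin to fluorescent resorufin, read at 0 and 20 minutes. The preceding 5-minute room-temperature reaction used 2 nM LDHA, 0.2 mM sodium pyruvate and 0.06 mM NADH at pH 7.4.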
rTrxR1 inhibitor: qHTS Assay for Inhibitors of Mammalian Selenoprotein Thioredoxin Reductase 1 (TrxR1): qHTS; Thioredoxin reductase 1, cytoplasmic (Rattus norvegicus), O89049; recombinant rTrxR1, NADPH fluorescence consumption, selenite substrate; Potency, µM (titrated, usually from 114 µM), inactives show at the top dose activity change, negative = inhibition, actives largely listed as inhibitors; 390,000 compounds, 1% hits; further: potency means the concentration at half of the fitted maximal effect; on the % scale 0 is the no-effect control and ±100 the full control effect; nearly all actives have a fitted effect of over 65% in size
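Rat TrxR1 (90 nM in the dispensed reagent) was pre-reduced with 400 uM NADPH for 5 min at room temperature, then incubated with compound for 15 min. After 400 uM selenite was added, NADPH fluorescence (Ex 340/Em 450 nm) was followed for 8 min.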
GRP78 ERSR act: qHTS for Inducers of the Endoplasmic Reticulum Stress Response (ERSR) in Human Glioma: qHTS; U87-MG GRP78 promoter luciferase reporter, 16 h; Potency, µM, for inactives: top-dose activation, most hits filed as activators; 420,000 compounds, 0.02% hits; AID 602332, 2012; further: potency means the concentration at half of the fitted maximal effect; series mostly up to about 76 µM; % of control where 0% means no effect; nearly all actives have a fitted effect of over 35% in size
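ERSR induction read as luciferase luminescence (Bright-Glo, 10 min at room temperature) in stably transfected human U87-MG glioma cells exposed to compounds for 16 h, using GRP78 as sensor.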
Vif-A3F inh: qHTS for Inhibitors of Vif-A3F Interactions: qHTS; HeLa A3F-eYFP + Vif (tagged APOBEC3F with the HIV-1 protein that degrades it), YFP fluorescence increase; Potency, µM (titrated, usually from 46.1 µM), for the others: at the highest dose activity, negative = active; 390,000 compounds, 0.2% hits; AID 602313, 2012; further: potency means the concentration at half of the fitted maximal effect; % of control where 0% means no effect; nearly all actives have a fitted effect of over 65% in size
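HeLa cells stably expressing A3F-eYFP plus Vif, plated and incubated overnight at 37 deg C, then exposed to compounds overnight at 37 deg C. Blocked degradation read as raised yellow fluorescence (Ex 488/Em 500-530).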
mIDH1 inhibitor: qHTS for Inhibitors of mutant isocitrate dehydrogenase 1 (IDH1): qHTS; Potency, µM (titrated, usually from 76.6 µM), inactives show at the highest dose activity change, negative = inhibition, usual class: inhibitors; IDH1-R132H enzyme, NADPH consumption, diaphorase/resazurin fluorescence; Isocitrate dehydrogenase [NADP] cytoplasmic (Homo sapiens), O75874; 390,000 compounds, 0.093% hits; AID 602179, 2012; further: potency means the concentration at half of the fitted maximal effect; on the % scale 0 is the no-effect control and ±100 the full control effect; nearly all actives have a fitted effect of over 65% in size
Target sequence (O75874 whole entry R132H, stated change not applied): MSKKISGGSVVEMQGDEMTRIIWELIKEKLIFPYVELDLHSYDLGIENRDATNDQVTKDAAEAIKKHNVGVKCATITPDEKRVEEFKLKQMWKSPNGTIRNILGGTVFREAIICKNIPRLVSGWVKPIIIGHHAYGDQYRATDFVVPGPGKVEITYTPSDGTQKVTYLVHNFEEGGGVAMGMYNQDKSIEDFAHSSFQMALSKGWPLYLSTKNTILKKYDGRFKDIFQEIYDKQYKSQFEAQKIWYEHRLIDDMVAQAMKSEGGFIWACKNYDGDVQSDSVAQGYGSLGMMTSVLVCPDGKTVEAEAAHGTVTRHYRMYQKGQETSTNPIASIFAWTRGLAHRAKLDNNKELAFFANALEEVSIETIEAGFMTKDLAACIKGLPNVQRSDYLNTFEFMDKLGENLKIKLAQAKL
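IDH1-R132H (0.5 ug/mL dispensed) in pH 7.5 Tris buffer was preincubated 30 min with compound, then given a substrate mix of 0.016 mM NADPH and 2 mM alpha-KG for 80 min at room temperature; remaining NADPH was read by diaphorase/resazurin fluorescence.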
Starred values were filed as active, the others as inactive; ? = inconclusive; & = joins results of further samples; [ ] = another dose, or the depositor's remark. Unless noted, the call rests on the fitted dose curve; in most records, active means well fitted curve in the direction sought with a large enough effect; inconclusive means small, poorly fitted or top-dose-only effect, or another doubt; inactive means no such curve, though single readings can be large; an effect the other way counts as inactive or inconclusive.

SMILES | TrxR1 substrate | USP1 inh | Vif-APOBEC3G blk | RGS4 inhibitor | LDHA block | rTrxR1 inhibitor | GRP78 ERSR act | Vif-A3F inh | mIDH1 inhibitor
O=C(CC1SC(=Nc2ccccc2)N(CCc2ccccn2)C1=O)Nc1ccc(F)cc1 (stereo not given) | -2% | -14% | 0% | -5%[11.4 µM] | -11 | 5% | 1% | 1% | 0%
CCc1nnc(NC(=O)[C@@H](NC(=O)c2cccc(S(=O)(=O)N3CCOCC3)c2)C(C)C)s1 | 13% | -2% | 0% | 9% | -5 | 24% | -2% | 5% | 8%
O=C(NCc1ccccn1)C1CC(c2ccc(F)cc2)=NO1 (stereo not given) | -3% | -5% | -5% | 25% | 1 | 6% | -1% | 9% | 4%
CNC(=O)/C(C#N)=C/c1cn(CC(=O)NCc2ccco2)c2ccccc12 | 6%[11.4 µM] | -9% | -2% | 13% | 0&-1 | 19%[11.4 µM] | 4% | 2% | -3%
C=CCNc1oc(-c2ccc(OC)cc2)nc1C#N | 147%[activator] | 0% | 1% | 17% | -3 | 44%[activator] | -2% | 1% | 7%
CC(=O)c1ccc(Nc2nc3ccccc3nc2-n2nc(C)cc2C)cc1 | 0% | -14% | -1% | -6% | -1 | 1% | -1% | 0% | 0%
O=c1c(Cc2ccc(F)cc2)c(O)ccn1Cc1ccco1 | 2% | -16% | -3% | -18% | -5 | -87%[57.1 µM] | 0% | -1% | 13%
COc1cc(C2C(=O)N(C3CCCCC3)CC(=O)N2Cc2ccc(C)cc2)ccc1OC(C)C (stereo not given) | -2%[57.1 µM] | -23% | 5% | -1% | -4 | 4%[57.1 µM] | -3% | -4% | 7%
Cc1cccc(C(c2sc3nc(-c4ccco4)nn3c2O)N2CCN(c3ccccc3F)CC2)c1 (stereo not given) | -9%[57.1 µM] | -27% | -1% | 1% | -3 | 0%[57.1 µM] | -4% | -4% | 6%
CC(NC(=O)c1ccccc1)c1nnc(SCC(=O)NC2=NCCS2)n1C (stereo not given) | -1% | 1% | -4% | -9% | -3 | 14% | -7% | 0% | -10%
CC(C)c1ccc(NC(=O)C2CCN(S(C)(=O)=O)CC2)cc1 | 0% | 4% | 3% | 7% | -8 | 13% | -3% | 2% | -5%
COC(=O)C1C=CC(OC2OC(COC(C)=O)C(OC(C)=O)C(OC(C)=O)C2OC(C)=O)n2c(=O)n(-c3ccccc3)c(=O)n21 (stereo not given) | -3% | -3% | -20% | -36% | 1 | 11µM* | -14% | 11% | 3%
CC1(C)CC(=O)c2cnc(NC(=O)CCc3ccccc3)nc2C1 | 3% | 0% | 2% | 42% | -5 | 9% | -1% | 0% | 8%
CCCCn1c(N)c(N(CC(C)C)C(=O)CCC2CCCCC2)c(=O)[nH]c1=O | -5% | -4% | -8% | -11% | -8 | 4% | -4% | -9% | 4%
CCn1c(SCc2ccc(C#N)cc2)nnc1-c1ccc(S(=O)(=O)N2CCCCC2)cc1 | 2% | -9% | 0% | -19% | -6 | -6% | -1% | 0% | -2%
Cc1c(C)n(CCC(=O)O)c2ccccc12 | 19% | -21% | -7% | 14% | -3 | 37%[activator] | -4% | 9% | -12%
CCOC(=O)C1CCCN(S(=O)(=O)c2ccc3c(c2)oc(=O)n3C)C1 (stereo not given) | -4% | -20% | -2% | 9% | 0 | 0% | -3% | -5% | 3%
CC(/C=C/c1ccccc1)=N\NC(=O)c1cc(C)nc2ccccc12 | 9%[57.1 µM] | -1% | -26% | -2% | -7 | 39%[activator][57.1 µM] | -10% | -4% | 10%
Cc1cccc(NC(=O)c2oc3c(c2C)C(=O)CC(C)(C)C3)n1 | 3% | -8% | 1% | 14% | -4 | 19% | 3% | 0% | 10%
CC(C)C(=O)NC(=S)Nc1ccc(CN2CCOCC2)cc1 | -1% | 4% | -6% | 3% | -10 | -15% | -2% | -6% | 26%
Cc1nc(-c2ccc(S(=O)(=O)N3CCN(CCc4ccccc4)CC3)s2)cs1 | 3% | -17% | -2% | 1% | -6 | 16% | -5% | 10% | -3%
O=C(CCCC(=O)N(CC(=O)NC1CCCC1)Cc1ccccc1Cl)Nc1ccccn1 | 0% | -18% | 1% | 7% | 0 | 5% | -3% | -10% | -2%
C[C@@H](NC(=O)[C@@H]1Cc2ccccc2CN1)C(=O)Nc1ccc2c(c1)OCCO2 | 4%[57.1 µM] | 0% | -1% | -53%[56.9 µM] | 1 | 6%[57.1 µM] | 4% | 5% | 3%
O=C(CN1CCCN(S(=O)(=O)c2ccc(Br)s2)CC1)Nc1ccc(Cl)cc1 | -7% | -5% | -2% | 5% | -6 | -29% | -3% | -5% | 8%
Cc1ccc(S(=O)(=O)c2ccc([N+](=O)[O-])o2)cc1 | 5%[11.4 µM] | -14% | -17% | ? | 13 | ? | -14% | ? | 3%

Shown as a hit in rTrxR1 inhibitor, of those listed so far:
| Structure | TrxR1 substrate | USP1 inh | RGS4 inhibitor | LDHA block | rTrxR1 inhibitor | GRP78 ERSR act | Vif-A3F inh | mIDH1 inhibitor |
| --- | --- | --- | --- | --- | --- | --- | --- | --- |
| COC(=O)C1C=CC(OC2OC(COC(C)=O)C(OC(C)=O)C(OC(C)=O)C2OC(C)=O)n2c(=O)n(-c3ccccc3)c(=O)n21 (stereo not given) | -3% | -3% | -36% | 1 | 11µM* | -14% | 11% | 3% |

Ordered by number of heavy atoms (rising): some entries from above.
SMILES | TrxR1 substrate | USP1 inh | Vif-APOBEC3G blk | RGS4 inhibitor | LDHA block | rTrxR1 inhibitor | GRP78 ERSR act | Vif-A3F inh | mIDH1 inhibitor
CCc1nnc(NC(=O)[C@@H](NC(=O)c2cccc(S(=O)(=O)N3CCOCC3)c2)C(C)C)s1 | 13% | -2% | 0% | 9% | -5 | 24% | -2% | 5% | 8%
COc1cc(C2C(=O)N(C3CCCCC3)CC(=O)N2Cc2ccc(C)cc2)ccc1OC(C)C (stereo not given) | -2%[57.1 µM] | -23% | 5% | -1% | -4 | 4%[57.1 µM] | -3% | -4% | 7%
COC(=O)C1C=CC(OC2OC(COC(C)=O)C(OC(C)=O)C(OC(C)=O)C2OC(C)=O)n2c(=O)n(-c3ccccc3)c(=O)n21 (stereo not given) | -3% | -3% | -20% | -36% | 1 | 11µM* | -14% | 11% | 3%

Next part
SMILES | TrxR1 substrate | USP1 inh | Vif-APOBEC3G blk | RGS4 inhibitor | LDHA block | rTrxR1 inhibitor | GRP78 ERSR act | Vif-A3F inh | mIDH1 inhibitor
CCC(=O)N1CCN(c2ccc(Cl)cc2NC(=O)c2ccc(N3CCCC3)c([N+](=O)[O-])c2)CC1 | 3% | -17% | -1% | -8% | -1 | 20% | -6% | 2% | 6%
Cc1ccc(S(=O)(=O)N2CCN(C(=O)c3sccc3-c3ccccc3)CC2)cc1 | -7% | -13% | -3% | 6% | -4 | 3% | -4% | 1% | -19%
COc1cccc(/C=C/C(=O)Nc2ccc3nc4n(c(=O)c3c2)CCCC4)c1OC | -9% | 3% | -7% | 1% | 1 | -7% | 2% | 14% | -9%
COc1ccc(S(=O)(=O)c2cn(C)c3cc(N4CCCCCC4)c(F)cc3c2=O)cc1 | 12% | 0% | 2% | -9% | -1 | 30% | -1% | 5% | 17%
CCCCn1c(N)c(N(CC(C)C)C(=O)CC2OC(=O)c3ccccc32)c(=O)[nH]c1=O (stereo not given) | -3%[57.1 µM] | -14% | -4% | 14% | -11 | 9% | 1% | 8% | -6%
Cc1ccccc1OCC(=O)Nc1ccc(N2CCN(S(C)(=O)=O)CC2)cc1 | 3% | -25% | -2% | 7% | 3 | 20% | -5% | -5% | 3%
COc1cc(C)c(CN2CCC(Oc3ccc(C(=O)N4CCCC4)cc3)CC2)cc1C | 4% | -9% | 2% | -16% | 0 | -2% | -7% | -9% | 10%
CCOc1ccc(C(C(=O)NCCOC)N(CCOC)C(=O)CCC(=O)Nc2ccccn2)cc1 (stereo not given) | 5% | -12% | 0% | 10% | -10 | 12% | -4% | 13% | 0%
CCOc1ccc(N(CC(=O)NN=C2CCN(C)CC2)S(C)(=O)=O)cc1 | -4% | 4% | -2% | 15% | -4 | 7%[0.0914 µM] | -2% | 1% | 3%

A portion of the library; the hit share may differ from the screen's.
